Screening data (PubChem)
ADAM10 inh – inhibits human ADAM10; inhibition, % at 7 µM; recombinant ADAM10, EDANS/DABCYL FRET peptide cleavage, 3 h; actives 0.62% (n = 370,000);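 active = inhibition above a per-campaign cutoff equal to the mean of compounds falling between control-based bounds plus 3 SD, cut at about 20% in these data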;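 also: 0% = DMSO wells while the 100% control is not disclosed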
Target sequence (O14672 214-748 limits assumed): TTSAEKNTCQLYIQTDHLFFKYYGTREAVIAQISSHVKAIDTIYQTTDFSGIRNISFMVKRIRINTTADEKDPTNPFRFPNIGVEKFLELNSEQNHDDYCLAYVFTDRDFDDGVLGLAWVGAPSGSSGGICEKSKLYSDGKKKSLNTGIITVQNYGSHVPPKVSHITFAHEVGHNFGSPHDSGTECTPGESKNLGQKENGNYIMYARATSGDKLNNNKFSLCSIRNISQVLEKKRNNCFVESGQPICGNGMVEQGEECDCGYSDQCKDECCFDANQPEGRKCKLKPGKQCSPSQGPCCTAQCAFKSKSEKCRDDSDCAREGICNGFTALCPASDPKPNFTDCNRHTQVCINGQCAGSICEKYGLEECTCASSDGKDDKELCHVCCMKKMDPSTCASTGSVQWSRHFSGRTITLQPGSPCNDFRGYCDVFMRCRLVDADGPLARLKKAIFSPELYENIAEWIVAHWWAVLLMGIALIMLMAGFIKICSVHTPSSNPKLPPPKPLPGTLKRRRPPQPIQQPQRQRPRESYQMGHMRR
DDE Tn6 FP inh – disrupts Tn6 cyclic peptide binding to fibrin D-Dimer-E complex. actives 0.21% (n = 370,000). AID 720509. Fibrin DD(E) TRITC-Tn6 fluorescence polarization displacement. P02675. inhibition, % at 8.3 µM;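 active = inhibition above a per-campaign cutoff: mean of compounds within control limits plus 3 SD, cut at about 15% in these data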;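 also: 0% = median of all compound wells on the plate and 100% = blocking peptide control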
ADAM17 inh – inhibitors of human ADAM17 | inhibition, % at 6.95 µM | actives 0.83% (n = 370,000) | recombinant ADAM17, EDANS/DABCYL FRET peptide cleavage;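 active = inhibition above the mean of compounds lying between control limits plus 3 SD, set per campaign, cut at about 8.5% in these data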;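 also: 0% = DMSO-only wells as the low control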
Tn7 DDE FP – disrupts Tn7 cyclic peptide binding to fibrin D-Dimer-E complex; P02675; FP displacement of FITC-Tn7 peptide from fibrin DD(E); 0% = median of compound wells per plate; inhibition, % at 8.3 µM; actives 0.13% (n = 370,000);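 active = inhibition above the mean of compounds falling within the control limits plus 3 SD of them, cut at about 14% in these data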;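 also: 0% = plate median of compound wells and 100% = 10 µM Aha-Tn7 peptide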
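Assay system: Human clot-derived fibrin DD(E) complex | Buffer or medium: Tris/NaCl/CaCl2 buffer, pH 7.8 | Repeats: One replicate per compound | Benchmarks: Aha-Tn7 high control | Measure: % inhibition scaled between sample-field median and high-control FP | Schedule: 10 min plus 3 h, room temperature | Signal: Fluorescence polarization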
TDP2 inh – blocks human TDP2 phosphodiesterase activity. recombinant TDP2, T5PNP hydrolysis, p-nitrophenol absorbance 415 nm. O95551. actives 0.34% (n = 370,000). inhibition, % at 12.8 µM;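 active = inhibition above the mean of all tested compounds plus 3 SD, set per campaign, cut at about 25% in these data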;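 also: 0% = DMSO with enzyme and 100% = buffer with substrate but no TDP2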
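System – recombinant human TDP2 · Quantity – TDP2 enzyme at 120 nM final · Doses – single concentration, 12.8 µM nominal, with 1% DMSO · Incubation – 2 h at 37 °C · Measured by – epi absorbance of p-nitrophenol freed from T5PNP by hydrolysis · Read-out – % inhibition relative to enzyme-containing and enzyme-free wells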
PLC-gamma1 inh – PLC-gamma1 (human) inhibition, primary screen; AID 720700; actives 0.84% (n = 370,000); inhibition, % at 12.2 µM; purified PLC-gamma1, fluorogenic substrate, fluorescence; P19174; in the data active = inhibition above about 9.5%
LEDGF integ inh – blocks HIV-1 LEDGF/p75-dependent DNA integration; TR-FRET IN-LEDGF/p75 DNA integration, Eu/Cy5; inhibition, % at 3.7 µM; actives 0.64% (n = 370,000); AID 743269;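 active = inhibition above the screen-wide mean plus 3 SD, cut at about 13% in these data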;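 also: signal is the Cy5 over europium emission ratio at 671 and 618 nm; 0% = plate median of compound wells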
ASAP1 GAP inh – ASAP1 ArfGAP inhibition; actives 0.19% (n = 360,000); ASAP1-stimulated ARF1 GTP hydrolysis, GDP FP detection; inhibition, % at 16.5 µM; in the data active = inhibition above about 25%;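 also: 0% = vehicle with enzyme and substrate and 100% = no enzyme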
KLK7 zymogen act – proKLK7 (human) activation, primary screen | activation, % at 7 µM | purified proKLK7, EDANS-DABCYL substrate fluorescence; 100% is mature enzyme control, 0% vehicle | actives 0.9% (n = 370,000) | AID 652039 | P49862;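 active = activation above the mean of all tested compounds plus 3 SD, computed per campaign excluding outliers beyond control limits, cut at about 13% in these data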
Target sequence (P49862 whole entry, looked up): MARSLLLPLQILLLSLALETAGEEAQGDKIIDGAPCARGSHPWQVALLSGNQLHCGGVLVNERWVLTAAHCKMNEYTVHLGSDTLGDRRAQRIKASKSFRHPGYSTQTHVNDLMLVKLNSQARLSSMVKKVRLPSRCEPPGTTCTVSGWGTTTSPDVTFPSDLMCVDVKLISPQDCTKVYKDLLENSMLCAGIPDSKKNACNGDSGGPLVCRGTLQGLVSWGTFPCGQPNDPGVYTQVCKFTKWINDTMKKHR
ARFGAP1 inh – inhibitors of rat ARFGAP1; actives 0.26% (n = 360,000); Q62848; inhibition, % at 16.5 µM; Arfgap1-stimulated ARF1 GTP hydrolysis, GDP FP detection;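 active = inhibition above a per-plate limit, mean inhibition of low control wells plus 3 SD, cut at about 25% in these data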;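 also: 0% = DMSO wells with enzyme and 100% = wells lacking Arfgap1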
Target sequence (Q62848 1-136 limits assumed): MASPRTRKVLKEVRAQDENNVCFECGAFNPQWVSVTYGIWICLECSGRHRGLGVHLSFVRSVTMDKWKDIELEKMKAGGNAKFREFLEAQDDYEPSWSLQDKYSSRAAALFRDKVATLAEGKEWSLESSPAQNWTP
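Material – truncated rat Arfgap1 GAP domain · Buffer or medium – HEPES-based buffer, pH 7.5 · Reagent – human ARF1(Δ1-17)-GTP substrate · Dosing – 16.5 µM single point, 1.26% DMSO · Schedule – GTP hydrolysis reaction 2 h at 25 °C · Technique – GDP detection by fluorescence polarization · Benchmarks – No-Arfgap1 wells (100%) versus DMSO full-reaction wells (0%) · Repeats – single replicate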
* hit, by the source's call; i = inactive; x = not tested or not shown.

SMILES	ADAM10 inh	DDE Tn6 FP inh	ADAM17 inh	Tn7 DDE FP	TDP2 inh	PLC-gamma1 inh	LEDGF integ inh	ASAP1 GAP inh	KLK7 zymogen act	ARFGAP1 inh
CN(c1ccc([N+](=O)[O-])cc1/C=N/NC(=O)COc1ccccc1)C1CCCCC1	5	5	-2	11	-2	1	0	-5	0.8	4
Nc1ccc(N2CCCCC2)c(S(=O)(=O)Nc2ccccc2Cl)c1	6	-1	-1	-5	7	-2	-3	-3	0.3	11
CC1CCCC(NC(=O)CCN2C(=O)COc3ccccc32)C1C (configuration not stated)	-11	4	-4	0	6	-2	3	-1	0.2	11
Cc1c(C(=O)N2CCCCC2)c(S(=O)(=O)NCc2ccc(N(C)C)cc2)c(C)n1C	-3	7	-4	-8	5	4	0	21	0.1	-1
O=C(c1ccco1)N1CCN(Cc2cc(=O)c(OCc3ccc(F)cc3)co2)CC1	-4	-3	-4	4	-11	-2	2	9	-0.1	-18
Cc1c(OC(C)C(=O)NCc2ccccn2)ccc2c3c(c(=O)oc12)CCCC3 (configuration not stated)	-240	2	-78	4	12	-7	2	0	0.3	-4
CCOc1ccc(Cn2nnc(C(=O)Nc3ccc(OC)cc3OC)c2N)cc1	-26	-4	-4	0	-4	2	-2	8	-4.4	6
O=C(Nc1ccc(F)cc1)N1CCN(c2ccc(F)cc2)CC1	2	4	2	-4	-8	2	0	17	-0.5	-4
COc1ccc(NC(=O)Cn2c(=O)oc3cc(Cl)ccc32)c(OC)c1	-1	-11	4	-7	4	3	1	13	-0.1	13
COc1ccc(NC(=O)/C=C/c2cc(OC)c(OC)c(OC)c2)cn1	2	-6	-6	1	4	-1	-4	-1	-0.3	-5
Fc1cccc(Oc2nc3ccccc3n3cccc23)c1	-41	-4	-13	0	7	-16	-1	2	-11	-4
CCOc1ccc(C2C=C(c3ccccc3)Nc3nnnn32)cc1 (configuration not stated)	-37	-1	-11	1	7	-109	0	5	2.1	8
CCn1ncc(Br)c1C(=O)Nc1ccc(F)c([N+](=O)[O-])c1	2	6	-1	2	-7	3	0	-4	-0.3	6
Cc1cc(C)nc(N2CCCC(C(=O)Nc3nnc(C(C)C)s3)C2)n1 (configuration not stated)	6	-1	2	0	5	0	2	-2	-0.6	9
Cc1cccc(C)c1NC(=O)C(c1ccc(C#N)cc1)n1c(=O)c(-c2cc3ccccc3[nH]2)nc2ccccc21 (configuration not stated)	-192	-6	-62	-9	0	i	-4	18	-67	1
O=C(CS(=O)(=O)c1ccccc1)NCc1ccco1	-1	6	-4	0	8	1	0	6	-0.1	7
O=C(CSc1nc2nc(-c3cccs3)cc(C(F)(F)F)c2c(=O)[nH]1)NCc1ccco1	i	-4	i	-2	0	-308	4	2	16*	-5
CCNC(=S)N(CCc1c(C)[nH]c2ccc(C)cc12)Cc1cccnc1	-8	0	-4	2	15	-7	1	-4	-0.5	-4
O=C1NC(=O)C(Nc2cccc3ccccc23)S1 (configuration not stated)	-19	9	-10	2	7	-7	2	-2	0.3	-13
Cc1nnc(Oc2ccccc2F)c2ccccc12	9	-4	2	3	-7	0	5	-20	-0.5	1
CN(C)C(=O)CSc1nnc(-c2cnccn2)n1C	-7	1	-4	-4	-1	-1	1	-4	0.3	15
Cc1ccc(CN2CCc3c(OCc4ccc(F)cc4)cccc3C2=O)cc1	4	-1	4	-2	1	-5	1	-14	-0.1	4
Cc1cnc(NC(=O)[C@H](C)N2C(=O)C3CCCCC3C2=O)s1 (some centres not stated)	-3	-6	-5	2	6	-1	-2	-1	-0.1	-2
COc1ccc(N2C(=O)CC(n3c(CCCCO)nc4ccccc43)C2=O)cc1 (configuration not stated)	4	-4	-4	-5	4	2	-1	4	-0.2	7
CCCCN1C(=O)c2ccc(C(=O)OCC(=O)NCCc3ccc(S(N)(=O)=O)cc3)cc2C1=O	-15	-2	-10	4	2	3	-1	-3	0.3	2

Compound profiles, from the list above. Screens in order: ADAM10 inh, DDE Tn6 FP inh, ADAM17 inh, Tn7 DDE FP, TDP2 inh, PLC-gamma1 inh, LEDGF integ inh, ASAP1 GAP inh, KLK7 zymogen act, ARFGAP1 inh
`Cc1ccc(CN2CCc3c(OCc4ccc(F)cc4)cccc3C2=O)cc1` reads 4, -1, 4, -2, 1, -5, 1, -14, -0.1, 4
`O=C(CS(=O)(=O)c1ccccc1)NCc1ccco1` reads -1, 6, -4, 0, 8, 1, 0, 6, -0.1, 7
`Cc1cc(C)nc(N2CCCC(C(=O)Nc3nnc(C(C)C)s3)C2)n1` (configuration not stated) reads 6, -1, 2, 0, 5, 0, 2, -2, -0.6, 9
`CC1CCCC(NC(=O)CCN2C(=O)COc3ccccc32)C1C` (configuration not stated) reads -11, 4, -4, 0, 6, -2, 3, -1, 0.2, 11
`COc1ccc(NC(=O)Cn2c(=O)oc3cc(Cl)ccc32)c(OC)c1` reads -1, -11, 4, -7, 4, 3, 1, 13, -0.1, 13

(continued)
SMILES	ADAM10 inh	DDE Tn6 FP inh	ADAM17 inh	Tn7 DDE FP	TDP2 inh	PLC-gamma1 inh	LEDGF integ inh	ASAP1 GAP inh	KLK7 zymogen act	ARFGAP1 inh
CN1C2CCC1CC(N(CCc1ccccc1)C(=O)c1ccc(Cl)cc1)C2 (configuration not stated)	-4	-6	-4	4	28*	1	-7	-1	0.3	3
CCOCc1cc(=O)[nH]c(SC)n1	-4	5	-8	0	-6	-2	-2	-8	-0.7	6
Cc1ccc2nc(-c3ccncc3)c(NC3CCCCC3)n2c1	-4	-5	-1	-4	9	-57	-1	1	0.8	0
O=C(COC(=O)C1CCN(S(=O)(=O)c2c(Cl)cccc2Cl)CC1)NCc1ccco1	-9	-8	0	6	0	0	0	5	0.1	4
CCOC(=O)c1cc(NC(=O)Nc2ccc(Br)cc2)c(C)nc1C	3	0	1	4	-8	-1	0	15	-0.4	5
CN1C(=O)CC(N2CCN(C(c3ccccc3)c3ccccc3)CC2)C1=O (configuration not stated)	3	0	-4	-6	7	1	0	7	-1.2	-6
Cc1cc(C)cc(NC(=O)C(c2ccccc2)N2CCN(CC(=O)NC3CC3)CC2)c1 (configuration not stated)	-12	-2	2	7	-2	2	-4	9	-0.6	-16
FC(F)(F)c1ccc(N2CCN(c3ncnc4c3nnn4Cc3ccccc3Cl)CC2)cc1	7	-2	2	0	1	1	-1	-1	0.6	4
COc1ccc(N(CC(=O)Nc2cc(OC)ccc2OC)S(=O)(=O)c2c(C)noc2C)cc1	17	6	3	2	-5	-3	3	3	-0.1	-7
Cn1nc(C(=O)NNC(=O)c2ccccc2Br)c2ccccc2c1=O	-4	2	0	-3	-9	-1	-8	1	-1.1	0
CS(=O)(=O)N1N=C(c2cccs2)CC1c1ccccc1F (configuration not stated)	3	1	1	-7	-7	1	7	2	-0.1	-4
O=C1C=C(c2ccoc2)N2CCC[C@H]2C1	1	0	1	1	2	-11	-4	5	-0.1	6
COc1ccc(COn2nnc3ccc(S(=O)(=O)N4CCOCC4)cc32)cc1F	-3	-1	3	-5	-11	-3	2	10	-0.2	1
CCCCn1c(N)c(Sc2ccc([N+](=O)[O-])cc2)c(=O)[nH]c1=O	1	5	5	-2	-8	3	2	-5	0.7	-3
O=C(CN1C(=O)CSC1=O)Nc1ccc(C(=O)O)cc1	-1	2	-6	7	2	-3	1	-10	-0.7	-13
O=C1NCCN(CC2CCN(CCC3CCCC3)CC2)C1=O	-10	8	-5	3	-2	1	1	3	-0.2	-6
O=C(NCc1ccco1)/C(=C/c1ccc(Br)cc1)NC(=O)c1ccco1	0	4	-2	5	15	-7	1	6	1.9	8
C[C@@H]1C(=O)N2N=Cc3ccccc3[C@H]2N2N=Cc3ccccc3[C@@H]12	-1	4	-3	1	3	-4	-1	x	0.2	x
Cc1ccc(NC(=O)COc2ccccc2C(=O)NCCc2ccccc2)cc1	18	-11	4	7	-2	3	5	6	0.5	2
N=c1n(CCO)c2ccccc2n1CCN1CCCCC1	-8	6	-3	-6	-7	0	-6	5	-0.3	0
CN(C)C(=O)CSc1nnc(-c2ccc(F)cc2)c2ccccc12	7	-3	-1	-2	2	0	4	-9	0.3	3
CCN(CC)c1ccc(/C=N/NC(=O)c2cccc(S(=O)(=O)N3CCOCC3)c2)cc1	-5	-1	2	-2	0	-122	-3	9	-49	-17
Cc1cccc(C(=O)OC2CCOC2=O)c1C (configuration not stated)	0	-6	-5	3	6	1	-2	4	-0.8	15
COc1ccccc1Nc1ncccc1C(=O)NCc1ccccc1	-21	-7	-8	6	-6	-2	-1	18	0.3	-6
CC(=O)NC1(C(F)(F)F)C(=O)Nc2c1c(=O)[nH]c(=O)n2Cc1ccco1 (configuration not stated)	-7	-5	-2	0	-1	4	2	5	0.1	8
CN(C(=O)c1ccccc1Br)C1CCS(=O)(=O)C1 (configuration not stated)	-10	3	-2	4	-8	3	-7	20	0.9	23

A section from further up, for reference:
SMILES	ADAM10 inh	DDE Tn6 FP inh	ADAM17 inh	Tn7 DDE FP	TDP2 inh	PLC-gamma1 inh	LEDGF integ inh	ASAP1 GAP inh	KLK7 zymogen act	ARFGAP1 inh
CC(=O)NC1(C(F)(F)F)C(=O)Nc2c1c(=O)[nH]c(=O)n2Cc1ccco1 (configuration not stated)	-7	-5	-2	0	-1	4	2	5	0.1	8
CN(C(=O)c1ccccc1Br)C1CCS(=O)(=O)C1 (configuration not stated)	-10	3	-2	4	-8	3	-7	20	0.9	23
